# Assay outcomes as filed in PubChem BioAssay.
# Hep lipid drop = inhibitors of hepatocyte lipid droplet formation, primary screen, imaging, high-throughput imaging, BODIPY stain; AML12 mouse hepatocytes, oleate lipid droplets; inhibition, % at 6.5 µM; 240,000 compounds, 0.4% hits; AID 1656, 2009;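 active = lipid droplet intensity inhibited by at least 50%, with more than 500 cells counted; inconclusive = wells with under 300 cells, treated as cytotoxic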
#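 Assay system: AML12 mouse liver cells | Compound: 6.5 µM single-point dosing | Schedule: Overnight exposure | Technique: Fluorescence imaging, 20x objective, two fields per well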
# MgcRacGAP inhibition = MgcRacGAP GTPase-activating activity inhibitors, confirmation, biochemical, ADP Hunter fluorescence; Rac GTPase-activating protein 1 (Homo sapiens); MgcRacGAP-stimulated Rac1 GTP hydrolysis, ADP Hunter fluorescence; higher % means a stronger effect; GST-tagged Rac1 F28L mutant substrate; one-dose inhibition, % at 30 µM; IC50 in µM for titrated hits; 340,000 compounds, 0.6% hits; AID 624330, 2012;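 active = first-screen hits whose inhibition reached a set limit at any dose in the follow-up dose series; inconclusive = inhibition above the set first-screen limit but never retested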;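 note: fluorescence reports GDP produced by GAP-driven GTP hydrolysis; strong numbers were not always called active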
# GPR55 activation = GPR55 agonists via beta-arrestin recruitment, primary screen, imaging, U2OS cells, beta-arrestin-GFP redistribution (AID 1961); G-protein coupled receptor 55 (Homo sapiens); U2OS GPR55 beta-arrestin-GFP redistribution imaging; higher % means a stronger effect; activation, % at 10 µM; hits with a dose series show EC50 in µM; 290,000 compounds, 0.048% hits;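 active = activation above 40% with more than 50 cells counted in the well; inconclusive = wells holding fewer than 50 cells, flagged as toxic or sparse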;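 note: U2OS osteosarcoma cells stably expressing GPR55 and beta-arrestin-GFP; plate controls were DMSO negative control for no effect and LPI positive control for full effect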
# GPR35 arrestin U2OS = GPR35 antagonists blocking zaprinast-driven arrestin recruitment, primary screen, imaging, U2OS, beta-arrestin-GFP, zaprinast agonist (AID 2058); inhibition, % at 10 µM, or IC50 in µM where a hit was titrated; U2OS GPR35 beta-arrestin-GFP translocation imaging, zaprinast antagonism; higher % means a stronger effect; 290,000 compounds, 0.052% hits; G-protein coupled receptor 35 (Homo sapiens);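 active = inhibition of at least 50% with at least 30 cells and total cytoplasm GFP at most 10,000,000; inconclusive = under 30 cells or total GFP of 10,000,000 plus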
# LYP phosphatase = inhibitors of LYP phosphatase, biochemical, fluorescence intensity, uHTS (AID 1779) | Tyrosine-protein phosphatase non-receptor type 22 (Homo sapiens) | recombinant LYP phosphatase, fluorescence intensity; higher % means a stronger effect | one-dose inhibition, % at 11.5 µM; IC50 in µM for titrated hits | 290,000 compounds, 0.054% hits; in the data active = inhibition above about 50%;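 note: plate controls were vehicle with enzyme for no effect and no enzyme for full effect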
# GPR55 antagonists = GPR55 antagonists blocking LPI-driven arrestin recruitment, primary screen, imaging, U2OS, beta-arrestin-GFP, LPI agonist (AID 2013). 290,000 compounds, 0.13% hits. U2OS GPR55 beta-arrestin-GFP translocation imaging, LPI antagonism; higher % means a stronger effect. G-protein coupled receptor 55 (Homo sapiens). inhibition, % at 10 µM, or IC50 in µM where a hit was titrated;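 active = spots per cell inhibited over 60%, with over 100 cells counted and total cytoplasm intensity under 500,000; inconclusive = wells with under 100 cells, flagged as likely toxic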;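 note: U2OS cells stably carrying GPR55 and arrestin-GFP stimulated by 5 µM LPI near EC80; imaged beta-arrestin-GFP aggregate spots per cell after agonist stimulation; plate controls were LPI-stimulated DMSO wells for no effect and DMSO wells without LPI for full effect; some results filed as inactive read as strong as hits; confirmed hits need IC50 under 10 µM and bright autofluorescent wells are also inconclusive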
# T cell HTS = modulators of CD8 T cell-vesicle binding, primary screen, mouse 2C CD8+ T cells, flow cytometry; 330,000 compounds, 0.068% hits; AID 2052, 2009; calls only at 7 µM; 2C CD8+ T cell-vesicle binding; stronger effect = lower value;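 active = response, share of CD8 T cells binding vesicles, and their 90th percentile fluorescence all below set limits, cut at about 80% in these data, passing the limit was not always enough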
#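 Benchmarks: naked versus QL9-loaded vesicles / Assay system: purified 2C TCR transgenic mouse naive CD8+ T cells / Technique: high-throughput flow cytometry with anti-B7-1 and anti-CD8 staining / Timing: Cell–vesicle co-incubation 1.5 h at 37 °C, staining 20 min on ice / Read-out: percent CD8+ FL2 mean versus row control / Probe or stimulus: QL9-loaded Drosophila micro-vesicles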
# Large T inhibition = SV40 large T antigen inhibitors, biochemical (AID 1903). SV40 large T antigen ATPase/helicase inhibition assay; higher % means a stronger effect. one-dose inhibition, % at 20 µM; IC50 in µM for titrated hits. 310,000 compounds, 0.39% hits; in the data active = a potency from the dose series; inconclusive = inhibition mostly from about 32% at the one dose, without a potency; inactive = the rest, 99 in 100 with inhibition below about 32%; note: strong numbers were not always called active
# NTR1 agonist = agonists of NTR1, primary screen, imaging, U2OS cells, beta-arrestin-GFP, high content (AID 493036); 330,000 compounds, 0.17% hits; activation, % at 20 µM; NTR1-U2OS beta-arrestin-GFP spot imaging, agonist mode;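 active = activation at or above 40% of the spot to cytoplasm intensity ratio, with at least 20 cells analyzed; inconclusive = wells under 20 cells, flagged as cytotoxic or low count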;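 note: 0% = DMSO without peptide and 100% = 100 nM NTR1 peptide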
# Target sequence (P30989 whole entry, looked up): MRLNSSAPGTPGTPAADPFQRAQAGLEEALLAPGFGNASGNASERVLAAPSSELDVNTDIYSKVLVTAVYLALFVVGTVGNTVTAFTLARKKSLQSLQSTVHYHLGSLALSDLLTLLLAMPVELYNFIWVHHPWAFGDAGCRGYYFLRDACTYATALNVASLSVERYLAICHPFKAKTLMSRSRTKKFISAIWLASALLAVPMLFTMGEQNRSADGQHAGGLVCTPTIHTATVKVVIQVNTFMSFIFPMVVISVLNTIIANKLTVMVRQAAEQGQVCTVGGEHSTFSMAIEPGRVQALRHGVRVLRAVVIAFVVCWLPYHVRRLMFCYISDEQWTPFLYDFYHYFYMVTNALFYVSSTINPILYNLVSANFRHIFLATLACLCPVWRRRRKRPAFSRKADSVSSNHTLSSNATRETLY
# Hep lipid drop cells 6.5 µM = also measured in Hep lipid drop; calls as there; cell count; measured here: cell count, cytotoxicity flag;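 cells counted across two imaged fields per well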
# T cell HTS vesicle-bound % = recorded beside T cell HTS, whose call it bears; double positive events, %; measured here: CD8+ vesicle-bound cell fraction;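 binding gate set so that unloaded-vesicle control wells show 10% double positive cells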
# NTR1 agonist cell count 20 µM = second read-out of NTR1 agonist, no call of its own (marks repeat the call); cell count; measured here: cell count, cytotoxicity flag
# * hit, by the source's call; i = inactive; u = inconclusive; x = no result given; & = joins results of further samples.
SMILES,Hep lipid drop,Hep lipid drop cells 6.5 µM,MgcRacGAP inhibition,GPR55 activation,GPR35 arrestin U2OS,LYP phosphatase,GPR55 antagonists,T cell HTS,T cell HTS vesicle-bound %,Large T inhibition,NTR1 agonist,NTR1 agonist cell count 20 µM
Nc1nonc1N/N=C/c1c(O)ccc2ccccc12,5,689,12%,-0.5%,-21%,-6%,-14%,i,24,6%,4.9,47
Cc1ccn2cc(C(=O)Nc3ccccc3N3CCOCC3)nc2c1,x,x,7%,-0.2%,14%,-6%,0%,i,32,10%,2.6,48
Cc1cccc(Nc2ccncc2S(=O)(=O)NC(=O)NC(C)C)c1,-19,713,2%,0.2%,4%,1%,-3%,i,33,6%&3%,-0.7,63
NS(=O)(=O)c1ccc(Nc2nc(-c3ccc(F)cc3)cs2)cc1,-15,664,x,-0.3%,-4%,6%,6%,i,37,20%,8.5,71
COc1ccc(CNC(=O)COC(=O)CCn2c(C)csc2=O)cc1OC,x,x,11%,x,x,x,x,i,20,0%,0.4,68
Cn1cc(/C=C(\NC(=O)c2ccccc2Cl)C(=O)NCCCn2ccnc2)c2ccccc21,4,696,1%,-0.2%,-17%,-4%,-8%,i,14,-1%,-0.3,85
CCSCCC(NC1=CC(=O)CC(C)(C)C1)C(=O)O (centres undefined),6,681,5%,0.2%,0%,-4%,2%,i,41,0%,-1.2,29
O=C(CSCC(=O)N1CCCCC1)Nc1nc(-c2cccs2)cs1,x,x,11%,-0.1%,2%,-6%,4%,i,x,4%,1.1,54
COc1ccc(Cl)cc1N(CC(=O)Nc1ccccc1SC)S(C)(=O)=O,-1,735,6%,-0.2%,-20%,0%,6%,i,45,4%,4.5,96
CC(C)c1ccc(-c2nc(N3CCCC3)nc3n[nH]c(N)c23)cc1,40,741,-1%,0.3%,-8%,-3%,11%,i,6,1%,3.1,96
C=CCN1C(=O)C(Cc2cccc(C)c2)SC1=Nc1ccc(C(=O)O)cc1 (centres undefined),14,589,2%,-0.2%,13%,-1%,0%,i,13,9%,0.5,88
COc1ccc(NC(=O)c2ccccc2-c2ccccc2)cc1,-11,595,-3%,0.2%,-4%,-3%,-8%,i,46,-8%,1.3,52
CCCN(CCC)c1nc(C#N)nc(N(CCC)CCC)n1,27,679,11%,-0.3%,-7%,-7%,15%,i,33,13%,2.3,55
CCC(C)c1ccc(NC(=S)NN2CCOCC2)cc1 (centres undefined),6,670,6%,-0.3%,3%,-1%,6%,i,39,18%,0.0,50
CC(=O)Nc1ccc(CN2CCCN(C)CC2)cc1,6,815,26%,-0.2%,6%,-8%,6%,i,55,14%,0.1,74
Cc1ccc(OCCNC(=O)CNC(=O)c2ccc(C)cc2)cc1,0,802,1%,0.0%,-5%,-12%,-10%,i,7,-8%,0.3,58
CCN(CC)S(=O)(=O)c1ccc2oc(Nc3ccc4c(c3)OCCO4)nc2c1,1,752,3%,-0.1%,-5%,2%,-11%,i,52,0%,3.1,59
CCOCCCN(C(=O)c1snc(C(N)=O)c1N)C(C(=O)NC(C)(C)C)c1ccc(Cl)cc1 (centres undefined),-5,763,14%,-0.3%,-6%,-1%,6%,i,47,18%,0.5,63
COc1ccc2[nH]c(C(=O)Nc3ccc(C)c(F)c3)cc2c1,18,772,3%,0.2%,11%,-11%,6%,i,17,5%,-1.9,44
CCCCCCCCCCCCC/C=C/[C@@H](O)[C@@H](N)CO,x,x,2%,x,x,x,x,i,34,23%,0.2,66
Fc1ccccc1CSc1nnc(Cn2cnc3ccccc32)n1-c1ccccc1,-16,747,-1%,-0.2%,7%,-6%,-8%,i,35,9%,0.3,53
CC(=O)OCC(=O)C1CCC2C3CC=C4CC(O)CCC4(C)C3CCC12C (centres undefined),x,x,2%,x,x,x,x,i,64,5%,-0.7,56
O=C(CCc1n[nH]c(=O)[nH]c1=O)N1CCOCC1,6,702,7%,-0.1%,3%,0%,7%,i,42,5%,-0.7,57
CCOc1ccc2c(c1)C(=NNC(=O)c1ccncc1)c1cc(OCC)ccc1-2,21,580,8%,0.0%,0%,-1%,9%,i,53,4%,14,82
CCS(=O)(=O)C1=NSC2=NC(=O)/C(=C\c3ccc(OS(=O)(=O)c4ccccc4)c(OC)c3)C(=N)N21,0,716,26%,-0.2%,-9%,-4%,13%,i,9,32%,2.2,53
COc1ccc(/C=C2\SC(=S)N(CCC(=O)NCCCN3CCOCC3)C2=O)cc1,-4,837,3%,0.4%,4%,-5%,6%,i,57,16%,-0.2,55
COc1cccc(C(=O)Nc2c3c(nn2-c2cccc(C)c2C)CS(=O)C3)c1OC (centres undefined),x,x,8%,-0.1%,-10%,-9%,23%,i,43,0%,2.0,77
CCn1c(C)nc2cc(C(=O)NNC(=S)NC(=O)c3ccccc3)ccc21,1,687,8%,0.8%,-5%,-1%,12%,i,30,22%,-0.6,45
CN(C)S(=O)(=O)c1cccc(NC(=O)c2ccccc2OCc2ccc(F)cc2)c1,-4,816,-4%,-0.1%,-9%,3%,6%,i,19,12%,1.9,47
COc1cc(C2C(C#N)=C(N)Oc3n[nH]c(-c4cccnc4)c32)ccc1OCC(N)=O (centres undefined),15,665,10%,0.3%,-16%,-6%,-3%,i,35,20%,-0.7,53

# Limited to LYP phosphatase, for 2 of the compounds above:
SMILES	LYP phosphatase
COc1cc(C2C(C#N)=C(N)Oc3n[nH]c(-c4cccnc4)c32)ccc1OCC(N)=O (centres undefined)	-6%
CCS(=O)(=O)C1=NSC2=NC(=O)/C(=C\c3ccc(OS(=O)(=O)c4ccccc4)c(OC)c3)C(=N)N21	-4%

# Next records:
SMILES,Hep lipid drop,Hep lipid drop cells 6.5 µM,MgcRacGAP inhibition,GPR55 activation,GPR35 arrestin U2OS,LYP phosphatase,GPR55 antagonists,T cell HTS,T cell HTS vesicle-bound %,Large T inhibition,NTR1 agonist,NTR1 agonist cell count 20 µM
Cn1c(SCC(=O)N2CCCc3ccccc32)nc2ccccc2c1=O,-8,716,7%,0.4%,-13%,-1%,7%,i,58,8%,2.9,44
C=C1CCN([C@H](C(=O)OCc2ccc(C)cc2)C(C)C)S(=O)(=O)c2ccccc21,-10,597,3%,0.0%,-16%,5%,13%,i,19,19%,-2.1,54
Cc1ccc(NC(=O)CCCCCN2C(=O)c3ccccc3C2=O)nc1,-4,528,0%,0.5%,-10%,-3%,8%,i,50,9%,1.5,85
CCc1nnc(NC(=O)c2cc(C)nc3ccccc23)s1,4,711,8%,0.2%,-1%,-4%,12%,i,23,9%,0.2,60
CN(C)S(=O)(=O)c1cccc(NC(=S)N/N=C/C2CC=CCC2)c1 (centres undefined),-7,691,6%,-0.5%,-2%,3%,1%,i,24,3%,-0.2,48
N=C(N)SCCc1cccc(CCSC(=N)N)c1,x,x,4%,x,x,x,x,i,25,8%,1.0,68
Cc1ccc(C)c(C(=O)c2ccccc2NC(=O)c2ccccn2)c1,-15,795,10%,-0.2%,-6%,-6%,-3%,i,17,8%,3.4,59
N=c1c2c(n(Cc3ccc(Br)cc3)c3c1CCC3)CCCC2,1,636,9%,0.1%,-16%,-12%,10%,i,39,8%,0.1,91
Cc1ccc2c(CN3CCC(C(N)=O)CC3)cc(=O)oc2c1C,-1,740,3%,-0.1%,u,-7%,4%,i,17,1%,-0.6,39
O=C(NCc1ccc2c(c1)OCO2)C12CN(Cc3ccccc3)CC1C(c1cccc([N+](=O)[O-])c1)=NO2 (centres undefined),-11,605,7%,0.2%,11%,-1%,5%,i,12,12%,-0.5,82

# Rewritten bar-delimited: 4 of the compounds above.
Structure | Hep lipid drop | Hep lipid drop cells 6.5 µM | MgcRacGAP inhibition | GPR55 activation | GPR35 arrestin U2OS | LYP phosphatase | GPR55 antagonists | T cell HTS | T cell HTS vesicle-bound % | Large T inhibition | NTR1 agonist | NTR1 agonist cell count 20 µM
CCc1nnc(NC(=O)c2cc(C)nc3ccccc23)s1 | 4 | 711 | 8% | 0.2% | -1% | -4% | 12% | i | 23 | 9% | 0.2 | 60
CN(C)S(=O)(=O)c1cccc(NC(=S)N/N=C/C2CC=CCC2)c1 (centres undefined) | -7 | 691 | 6% | -0.5% | -2% | 3% | 1% | i | 24 | 3% | -0.2 | 48
N=C(N)SCCc1cccc(CCSC(=N)N)c1 | x | x | 4% | x | x | x | x | i | 25 | 8% | 1.0 | 68
Cc1ccc(C)c(C(=O)c2ccccc2NC(=O)c2ccccn2)c1 | -15 | 795 | 10% | -0.2% | -6% | -6% | -3% | i | 17 | 8% | 3.4 | 59

# Later entries
SMILES,Hep lipid drop,Hep lipid drop cells 6.5 µM,MgcRacGAP inhibition,GPR55 activation,GPR35 arrestin U2OS,LYP phosphatase,GPR55 antagonists,T cell HTS,T cell HTS vesicle-bound %,Large T inhibition,NTR1 agonist,NTR1 agonist cell count 20 µM
CCOc1ccc(Oc2ccc(S(=O)(=O)N3CCOCC3)cc2N)cc1,-6,704,6%,1.0%,3%,0%,-2%,i,15,-1%,0.4,30
Cc1ccccc1-c1nn(-c2ccc(F)cc2F)cc1CNCCCO,-1,690,4%,-0.1%,1%,-4%,30%,i,66,2%,-0.7,42
CCCC(=O)N(c1ccc(F)cc1)C1C=CS(=O)(=O)C1 (centres undefined),x,x,5%,-0.1%,2%,-8%,-14%,i,47,17%,-0.2,46
Cc1noc(NS(=O)(=O)c2ccc(NC(=O)c3cnc4n(c3=O)CCS4)cc2)c1C,4,706,10%,-0.3%,-2%,2%,-2%,i,42,8%,0.0,58
